KKLEB tox: reduces viability of KKLEB cystic fibrosis airway cells | KKLEB CF airway cells viability, ATPlite luminescence, overnight; hits give low values; cells stimulated with P. aeruginosa culture filtrate | activity change (cytotoxicity), % at 5 µM | hit rate 0.36% among 360,000;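 active = corrected activity change at or below -50% at 5 µM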
NR2E3 ag-1: human photoreceptor-specific nuclear receptor agonism; inhibition of corepressor binding, % at 3.98 µM; CHO-S Gal4-NCOR/VP16-NR2E3 two-hybrid, luciferase; Q9Y5X4; AID 602229; hit rate 0.35% among 360,000;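 active = inhibition above the mean of all tested compounds plus 3 SD, cut at about 70% in these data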;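 note: 0% = DMSO with NR2E3 transfected cells and 100% = cells lacking NR2E3 construct; higher means lower luciferase signal from less NR2E3 corepressor binding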
Target sequence (Q9Y5X4 whole entry, looked up, the tested form may be a part): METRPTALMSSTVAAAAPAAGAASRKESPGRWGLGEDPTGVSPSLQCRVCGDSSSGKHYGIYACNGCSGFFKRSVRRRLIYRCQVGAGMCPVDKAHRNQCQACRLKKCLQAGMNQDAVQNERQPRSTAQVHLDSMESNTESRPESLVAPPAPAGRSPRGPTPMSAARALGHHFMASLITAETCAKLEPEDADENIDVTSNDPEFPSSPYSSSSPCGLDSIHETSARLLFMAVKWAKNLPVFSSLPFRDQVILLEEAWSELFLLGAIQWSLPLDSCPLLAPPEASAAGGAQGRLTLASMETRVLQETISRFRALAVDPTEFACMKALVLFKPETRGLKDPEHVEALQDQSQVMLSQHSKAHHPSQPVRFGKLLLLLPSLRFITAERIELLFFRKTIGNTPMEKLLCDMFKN
PDI inh: inhibitors of human protein disulfide isomerase. inhibition, % at 10 µM. P07237. PDI insulin aggregation turbidity, A650, 90 min. hit rate 0.052% among 350,000;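 active = mean inhibition across replicates of 30% or more, whatever share of single replicates reach that level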;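 note: absorbance from insulin aggregation driven by PDI reduction with DTT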
Target sequence (P07237 whole entry, looked up): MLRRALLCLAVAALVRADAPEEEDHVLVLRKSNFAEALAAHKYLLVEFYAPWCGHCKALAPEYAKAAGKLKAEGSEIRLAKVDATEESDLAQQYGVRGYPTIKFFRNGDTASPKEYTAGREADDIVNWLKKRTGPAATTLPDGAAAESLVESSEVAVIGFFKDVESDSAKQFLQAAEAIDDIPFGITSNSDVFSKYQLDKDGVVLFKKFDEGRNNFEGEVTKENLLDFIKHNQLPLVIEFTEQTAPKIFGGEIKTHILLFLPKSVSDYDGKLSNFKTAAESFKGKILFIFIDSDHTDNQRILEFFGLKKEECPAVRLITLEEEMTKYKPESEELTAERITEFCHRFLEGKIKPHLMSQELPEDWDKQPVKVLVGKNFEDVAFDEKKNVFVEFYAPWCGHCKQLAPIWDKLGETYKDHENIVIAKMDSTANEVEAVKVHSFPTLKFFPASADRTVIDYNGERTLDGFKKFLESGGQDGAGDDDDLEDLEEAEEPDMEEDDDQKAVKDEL
Vif imaging: blocks HIV Vif function | HEK293T cells, Vif self-association by quenched fluorescence, imaging, 24 h | AID 602346 | inhibition, % at 7.49 µM | hit rate 0.35% among 340,000; in the data active = inhibition above about 50%, passing the limit was not always enough; note: some results filed as inactive read as strong as hits
Peg3 prom inh: Peg3 promoter activity inhibition; HeLa PEG-Prom luciferase reporter, luminescence, overnight; inhibition, % at 20 µM; hit rate 1.7% among 360,000; AID 588405;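 active = inhibition of at least 50% at 20 µM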
HIF-2a block: HIF-2a inhibition; 786-0 RCC cells HIF-2a reporter, luciferase luminescence, overnight; inhibition, % at 18.8 µM; hit rate 0.72% among 360,000; AID 624352;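 active = inhibition of the luminescence signal of 40% or more relative to plate controls, in a single-dose primary screen at 18.75 µM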
TRPM1 prom inh: inhibitors of MITF-driven TRPM1 promoter in melanoma cells; SK-MEL-5 TRPM1 promoter luciferase, 24 h; inhibition, % at 12.5 µM; hit rate 0.83% among 330,000; AID 488899;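 active = mean inhibition across replicates of 60% or more, whatever share of single replicates reaches that level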; note: values of inactives mirror those of a sister screen read the other way
CF NFkB block: cystic fibrosis NF-kB activation inhibition; inhibition, % at 5 µM; hit rate 0.86% among 360,000; KKLEB NF-kB-GFP reporter, PAF-induced, GFP fluorescence overnight;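 active = at least 50% inhibition at 5 µM, scaled per plate between neutral and stimulator controls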;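 note: PAF is a Pseudomonas aeruginosa culture filtrate used as stimulus; plate controls were PAF-stimulated DMSO wells for no effect and unstimulated DMSO wells for full effect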
CaV13 FRET inh: Primary screen for inhibitors of IQ motif and Ca2+-dependent inactivation inhibitor domain binding in CACNA1D, Förster resonance energy transfer in living cells, … | hit rate 0.098% among 340,000 | inhibition, % at 12.3 µM | AID 743397 | HEK cells, CFP/YFP FRET ICDI-IQ, plate reader, 10 min; percent FRET-ratio fall versus neutral wells;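 active = mean replicate inhibition of at least 30% and at least 1% of replicates passing that level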;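 note: 0% = median of the neutral control wells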
NR2E3 ag-2: agonists of human nuclear receptor NR2E3. Q9Y5X4. GST-NR2E3/biotin-RetCOR TR-FRET, 1536-well. inhibition of corepressor binding, % at 4.78 µM. hit rate 0.12% among 320,000. AID 2300;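 active = percent inhibition above the cutoff of mean plus 3 SD of all tested compounds, set per screening campaign, cut at about 20% in these data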;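 note: 0% = DMSO wells and 100% = biotin wells as full block of FRET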
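Material: NR2E3–RetCOR corepressor complex / Amount: 1.35 nM GST-NR2E3 / Medium: Tris pH 7.5 / Compound: single nominal compound dose of 4.8 µM / Incubation: 5 h at 4 °C / Technique: TR-FRET, Eu(K)-anti-GST donor, streptavidin-D2 acceptor, ex 340, em 617/671 nm / Read-out basis: percent loss of FRET ratio relative to control wells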
Shn3 inh set2: inhibitors of Schnurri-3 3'UTR reporter in osteoblasts. Clone20 osteoblast Shn3 3'UTR firefly luciferase, 24 h. inhibition, % at 12.5 µM. hit rate 0.52% among 360,000. AID 588674;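 active = mean inhibition of at least 75% with every replicate also reaching 75%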;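 note: 0% = median of neutral control wells and 100% = pilot-screen positive control compound; some compounds past the cut are filed as inactive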
Numbers without * were called inactive; / = not tested or not shown.

SMILES	Shn3 inh set2	CaV13 FRET inh	NR2E3 ag-1	PDI inh	TRPM1 prom inh	NR2E3 ag-2	HIF-2a block	Vif imaging	KKLEB tox	Peg3 prom inh	CF NFkB block
COCCn1c(CN(Cc2ccccc2)Cc2ccccc2)nc2c1c(=O)n(C)c(=O)n2C	-7	/	-22	/	0	2	15	/	-8	10	17
Cc1ccccc1NC(=O)/C(C#N)=C\c1ccsc1	-11	-15	15	3	-3	-3	-78	1	2	-125	1
CCN(C(=O)c1cc2c(s1)-c1ccccc1S(=O)(=O)C2)c1cc(OC)ccc1OC	5	-6	-36	/	9	-1	4	3	1	22	3
O=C(Cn1cnc2c(nnn2-c2ccccc2)c1=O)NCc1ccco1	-20	-7	-3	/	8	2	3	-13	-1	4	-4
CC(C)NS(=O)(=O)c1ccc(OCC(=O)Nc2cccc3ccccc23)cc1	9	-8	10	-7	1	2	22	2	0	21	-1
Nc1nonc1-n1nnc(C(=O)N/N=C/c2ccco2)c1-c1ccccc1	0	-2	-24	16	-1	-1	2	-1	-4	12	3
CCOC(=O)CC1C(=O)NCCN1C(=S)NC(=O)c1ccc(C)c(Br)c1 (stereo unspecified)	18	-9	1	-1	/	/	3	/	0	-15	18
COc1ccc(C(=O)Cc2cc(OC)c(OC)cc2[N+](=O)[O-])c(OC)c1	13	-7	-35	-3	-26	2	-91	2	4	-68	-8
CC(=O)NC(Cc1c[nH]c2ccccc12)C(=O)NCCc1ccccc1 (stereo unspecified)	16	-5	-3	-10	5	0	17	50*	9	18	-6
CCc1ccc(OCC(=O)Nc2ccc3c(c2)OCCO3)cc1	-7	-3	-4	-2	-31	4	-171	-4	4	-139	9
CCOCc1c(C(=O)NC2CCCCCC2)oc2ccccc12	18	-5	-11	10	11	1	-16	-3	14	7	6
CN(Cc1ccccn1)Cc1nc(Cc2ccccc2Cl)no1	8	-17	2	1	11	2	-4	0	-3	5	-5
CC(NCC(=O)Nc1cc(Cl)cc(Cl)c1)c1ccccc1 (stereo unspecified)	13	-4	-12	11	7	2	12	-13	0	3	3
CC(=O)N1N=C(c2ccccc2)CC1c1cn(C)c2ccccc12 (stereo unspecified)	-34	-3	-18	3	8	2	-152	-11	2	-185	-1
CN(C(=O)COC(=O)c1cc(Br)c(Br)s1)C1CCS(=O)(=O)C1 (stereo unspecified)	-12	-5	6	-9	-14	0	20	-7	7	19	-6
C=CCOc1ccc2oc(=O)cc(C)c2c1	-18	-4	-28	-13	-12	2	2	-1	4	-40	4
CC1(C)C2CCC1(C)C(OCC[N+](C)(C)CC(=O)OC1CCCCC1)C2 (stereo unspecified)	66	-7	-7	13	13	0	8	-1	5	11	0
CC(C)(C)CN1CCN(Cc2cc3ccccc3[nH]2)CC1CCO (stereo unspecified)	7	-4	9	5	16	4	-2	1	-10	10	-2
COc1cc(CN2C[C@@H](CO)O[C@@H](n3cnc4c(Nc5ccccc5)ncnc43)C2)cc(OC)c1OC	0	-13	-15	-3	/	/	-15	13	-16	12	-10
N#C/C(=C\c1ccc(C(=O)O)cc1)c1ccccn1	-6	9	-10	0	5	2	2	1	3	6	14
COc1cc(CNCCc2ccc(S(N)(=O)=O)cc2)ccc1OCC(=O)N1CCCCC1	-32	-5	13	1	-3	2	19	3	8	5	1
CCN1CCN(c2ccc(S(=O)(=O)N3CCOCC3)cc2NC(=O)C(C)Oc2cccc(Cl)c2)CC1 (stereo unspecified)	-60	-6	8	5	3	1	21	3	-9	6	-8
Nc1nnnn1/N=C/c1cccs1	-1	-7	-4	-2	-1	-1	1	-6	-5	9	13
COc1cc(/C=C(\C#N)C(=O)Nc2cccc(C(=O)O)c2)ccc1OCc1ccc(F)cc1	-62	-4	-23	3	-51	-1	6	-7	16	-291	-19
CCc1cc(C(=O)Nc2ccc(OC)nc2)sc1C	-57	-7	-24	-3	-58	-3	-192	-9	2	-191	16
COc1cccc(/C=C/C(=O)OCC(=O)Nc2cccc(S(=O)(=O)N(C)C)c2)c1	21	-4	29	-13	2	-2	8	-5	-4	5	-1
O=C(CCCC(=O)OCC(F)(F)C(F)F)Nc1ccc(NC(=O)CCCC(=O)OCC(F)(F)C(F)F)cc1	10	-7	-14	-2	1	0	1	-2	5	3	-26
Cc1ccccc1NCc1nnc2n1CCCCC2	-20	-5	21	-3	5	-2	21	-1	3	2	-2
CC(C)C1C(=O)N(Cc2cn(Cc3ccco3)nn2)CCS(=O)(=O)N1Cc1ccc(-c2ccc(F)cc2)cc1 (stereo unspecified)	46	-8	-23	2	/	/	-32	-1	13	21	56*
COc1cc(C)cc(C(=O)O)c1C1=C(O)c2cccc(O)c2C(=O)C1=O	10	/	-7	/	9	-5	9	1	-5	17	9
COc1ccc(NC(=O)CN(Cc2ccccc2)S(C)(=O)=O)cc1	-4	-5	-5	-6	0	3	4	22	7	-2	2
CCOc1ccccc1NC(=O)c1ccc(OCC)c([N+](=O)[O-])c1	-9	12	-29	-4	-23	-1	-10	2	-5	-12	1
O=C(OCc1nnc(-c2ccc([N+](=O)[O-])cc2)o1)C1CCN(C(=O)c2ccc(F)cc2)CC1	-5	-6	-3	-2	9	3	-11	0	14	3	-31
N#CC1=C(N)Oc2c(ccc3ccccc23)C1c1ccsc1 (stereo unspecified)	-17	/	-208	1	16	-4	-145	24	-27	-224	16
CNc1cccc(-c2ccc(C(=O)N3CCOCC3)cc2)n1	-33	-5	-46	4	/	/	-128	-12	5	-72	-6
CC(=O)c1cc2c(cc1NC(=O)Cn1nc(-c3ccc(C)cc3)ccc1=O)OCO2	-6	-7	0	9	19	2	5	7	-4	27	0
CCOC(=O)c1c(C)nc(C)c(C(=O)OCC)c1-c1cccnc1	20	-18	-3	-4	-1	-3	21	6	5	-7	10
COc1ccc(F)cc1S(=O)(=O)NC1CCCCCC1	5	/	0	1	-5	-4	13	/	2	23	-9
Cc1ccccc1-c1cc(C(=O)NCc2cccs2)nn1CC1CC(c2cccc([N+](=O)[O-])c2)=NO1 (stereo unspecified)	18	-5	8	-1	3	7	14	/	-10	4	3
CCC(C)NC(=S)Nc1ccccc1OC (stereo unspecified)	-24	-4	3	-2	2	4	23	13	2	-19	4
O=C1CSC(=Nc2ccc(Cl)cc2)N1	0	-6	-23	12	-12	-1	1	22	-6	28	-22
COc1ccccc1N1CCN(C(=O)c2ccc(N3CCCC3=O)cc2)CC1	-10	/	-15	-1	0	2	10	5	2	0	21
O=C(Cc1csc(Nc2nc(=S)[nH]c3ccccc23)n1)N1CCN(c2cccc(C(F)(F)F)c2)CC1	54	-9	-17	-6	51	-1	19	1	-15	80*	12
Cc1ccc(C(=O)Nc2cc(-c3ccn[nH]3)c(C)n(N)c2=O)cc1	5	-7	-2	0	7	2	-12	-4	6	-8	-16
NS(=O)(=O)c1ccc(CCNC(=O)COC(=O)C2COc3ccccc3O2)cc1 (stereo unspecified)	-16	-2	-5	16	0	/	2	6	-6	1	19
Cc1ccc2c(c1)c1nnc(SCC(=O)NC3CC3)nc1n2C	1	-3	-32	5	1	5	-5	12	4	15	-31
Cc1ccsc1/C=N/NC(=O)c1nnn(-c2nonc2N)c1CSc1ccccc1	-4	-16	-20	3	9	1	0	22	-12	15	6
CCC(C(=O)NCCCN1CCN(CCCNC(=O)C(CC)c2ccccc2)CC1)c1ccccc1 (stereo unspecified)	7	-4	3	8	-8	0	11	-4	0	11	17
O=C(NCCc1c[nH]c2ccccc12)/C(=C\c1ccco1)NC(=O)c1ccco1	-16	-2	-40	6	13	0	10	21	9	12	-2
CSc1nc(N)cc(=O)[nH]1	-21	-15	1	11	1	0	10	-1	-13	10	-2

Rewritten with values under each structure: part of the list above
Order of values: Shn3 inh set2 | CaV13 FRET inh | NR2E3 ag-1 | PDI inh | TRPM1 prom inh | NR2E3 ag-2 | HIF-2a block | Vif imaging | KKLEB tox | Peg3 prom inh | CF NFkB block
- COc1ccc(F)cc1S(=O)(=O)NC1CCCCCC1
    5 | / | 0 | 1 | -5 | -4 | 13 | / | 2 | 23 | -9
- Cc1ccccc1-c1cc(C(=O)NCc2cccs2)nn1CC1CC(c2cccc([N+](=O)[O-])c2)=NO1 (stereo unspecified)
    18 | -5 | 8 | -1 | 3 | 7 | 14 | / | -10 | 4 | 3

(cont.)
SMILES	Shn3 inh set2	CaV13 FRET inh	NR2E3 ag-1	PDI inh	TRPM1 prom inh	NR2E3 ag-2	HIF-2a block	Vif imaging	KKLEB tox	Peg3 prom inh	CF NFkB block
CCOC(=O)N1CCC(NS(=O)(=O)c2cc3c(cc2C)NC(=O)CO3)CC1	-10	-4	4	1	-4	5	6	0	-5	10	10
COc1ccc(Cl)cc1NC(=O)COC(C)=O	-8	-2	14	-2	-2	2	5	5	-1	20	-10
N#Cc1c(N2CCCCC2)nc(N)c2c(N)nc3c(c12)CC(c1ccccc1)O3 (stereo unspecified)	11	-5	-18	1	12	-1	17	3	3	28	2
Cn1c(CO)cnc1SCc1ccc(Cl)cc1	-3	-6	-29	1	-12	2	-92	-3	-1	-135	-6
CCn1c(-c2cccc(Br)c2)n[nH]c1=S	/	0	-6	1	8	4	-1	/	4	13	-5
O=C(NC(=S)NNC(=O)c1ccco1)c1ccccc1	7	-2	-7	6	-2	6	-86	1	13	-17	-13
CN(C)c1cccc(CNC(=O)c2csc([C@@H]3O[C@H](CO)[C@@H](O)[C@H]3O)n2)c1	-10	-5	-27	-6	/	/	-1	4	5	-2	14
CCOC(=O)C1CCC(CNCc2ccc(Cl)cc2)CC1 (stereo unspecified)	-10	-8	-37	-3	2	0	11	8	0	-5	0
NC(=O)NN=C1CCn2cccc21	20	-7	16	8	-2	/	8	-1	4	-16	-7
COc1ccc(Cl)cc1C(=O)NNC(=O)COC(=O)CCN=C1NS(=O)(=O)c2ccccc21	4	-8	-23	-2	14	-1	9	2	18	-3	-3
O=C(c1cccs1)N1CCCC(N2CCN(c3cccc(C(F)(F)F)c3)CC2)C1 (stereo unspecified)	21	-6	-15	4	16	-2	-4	-13	11	26	-5
CC(C)Nc1nc(N)c(C(=O)C23CC4CC(CC(C4)C2)C3)s1	3	-2	-8	-1	-2	0	22	-1	-1	7	7
O=c1c2c(nc3nc(NCc4cccc5ccccc45)[nH]n13)CCC2	-6	-4	9	-8	8	-2	19	-3	-5	19	11
O=C(CSc1ccc(Cl)cc1)NC(=O)c1ccccc1	-7	-2	-5	8	5	0	12	-8	2	-3	3
O=C(CSc1nc2ccccc2c(=O)n1-c1ccc(F)cc1)Nc1cc(S(=O)(=O)N2CCOCC2)ccc1Cl	23	-4	-11	-1	13	-1	19	/	5	9	-20

High-throughput results from PubChem BioAssay.
